# ARFGAP1 inh: rat ARFGAP1 inhibition; AID 651572; 360,000 tested, 0.26% active; Q62848; Arfgap1-stimulated ARF1 GTP hydrolysis, GDP FP detection; inhibition, % at 16.5 µM;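 active = inhibition above a per-plate limit, mean inhibition of low control wells plus 3 SD, cut at about 25% in these data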;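 note: 0% = DMSO wells with enzyme and 100% = wells lacking Arfgap1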
#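 Repeats: one replicate per compound; assay system: rat Arfgap1 catalytic domain, aa 1-136; times: enzyme reaction 120 min at 25 °C after 20 min preincubation; detection: FP of antibody-bound GDP Alexa 633 tracer, ex 620/em 688 nm; benchmarks: high control wells lacking Arfgap1, low control full reaction with DMSO; reagent: human ARF1(Δ1-17)-GTP substrate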
# Tn7 DDE FP: DD(E)-Tn7 binding inhibition, primary FP screen; P02675; FP displacement of FITC-Tn7 peptide from fibrin DD(E); 0% = median of compound wells per plate; inhibition, % at 8.3 µM; 370,000 tested, 0.13% active; AID 720508;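 active = inhibition above the mean of compounds falling within the control limits plus 3 SD of them, cut at about 14% in these data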;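 note: 0% = plate median of compound wells and 100% = 10 µM Aha-Tn7 peptide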
#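 Measure: % inhibition scaled between sample-field median and high-control FP; Test system: human fibrin DD(E); Quantity: 2 µM final DD(E) protein; Doses: one dose, 8.3 µM nominal; Schedule: compound with protein 10 min, then 3 h after probe, room temperature; Detection: fluorescence polarization; Medium: Tris buffer with calcium and detergent, pH 7.8.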
# Rev-erbA mod: Rev-erb alpha (human) modulation | P20393 | Rev-erbα–FITC-DNA binding, fluorescence polarization, 90 min | activity, % at 10 µM | 370,000 tested, 0.79% active;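 active = activity above about 14%, limit read from the data; passing the limit was not always enough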;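 note: 0% = DMSO wells with 35 nM protein and 100% = DMSO wells with 750 nM protein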
# Target sequence (P20393 whole entry, looked up): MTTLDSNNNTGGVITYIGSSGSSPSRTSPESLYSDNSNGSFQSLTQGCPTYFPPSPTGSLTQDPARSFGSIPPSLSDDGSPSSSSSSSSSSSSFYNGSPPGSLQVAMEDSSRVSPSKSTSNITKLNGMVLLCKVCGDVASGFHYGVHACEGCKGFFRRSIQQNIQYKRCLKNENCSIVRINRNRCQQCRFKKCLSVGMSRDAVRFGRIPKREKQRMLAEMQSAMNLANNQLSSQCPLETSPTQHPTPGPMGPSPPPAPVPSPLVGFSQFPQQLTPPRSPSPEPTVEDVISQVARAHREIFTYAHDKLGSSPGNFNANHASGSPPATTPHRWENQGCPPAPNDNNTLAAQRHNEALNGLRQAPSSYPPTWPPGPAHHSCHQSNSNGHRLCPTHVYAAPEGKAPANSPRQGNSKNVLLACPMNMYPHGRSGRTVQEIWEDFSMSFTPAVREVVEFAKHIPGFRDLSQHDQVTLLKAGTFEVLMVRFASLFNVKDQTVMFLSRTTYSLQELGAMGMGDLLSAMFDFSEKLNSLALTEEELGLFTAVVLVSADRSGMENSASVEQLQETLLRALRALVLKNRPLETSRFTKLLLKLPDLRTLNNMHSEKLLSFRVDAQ
# UHRF1 MBD2 ctr: blocks human UHRF1 binding to methylated DNA | Q96T88 | UHRF1 binding to methylated oligo, TR-FRET | inhibition, % at 4.4 µM | 370,000 tested, 0.75% active | AID 687016; in the data active = inhibition above about 21%;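 note: UHRF1 SRA domain binding a hemimethylated CpG hairpin DNA probe; 0% = median of test compound wells and 100% = reference inhibitor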
# HGIII-sPLA2 inh: Blocks human group III sPLA2 activity; Q9NZ20; QFRET BODIPY PC-A2 liposome hydrolysis, fluorescence; inhibition, % at 12.2 µM; 370,000 tested, 0.56% active; AID 743126;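 active = inhibition above mean plus 3 SD of compounds lying within the high and low control bounds, cut at about 19% in these data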;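 note: 0% = median of test compound wells and 100% = no enzyme DMSO wells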
# PLC-beta3 inh: blocks human PLC-beta3 enzyme activity. 370,000 tested, 0.18% active. inhibition, % at 12.2 µM. Purified PLC-beta3, fluorogenic substrate, fluorescence. Q01970; in the data active = inhibition above about 11%;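 note: 0% = median of compound wells on plate and 100% = full blocker control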
# PLC-gamma1 inh: PLC-gamma1 (human) inhibition, primary screen | purified PLC-gamma1, fluorogenic substrate, fluorescence | inhibition, % at 12.2 µM | 370,000 tested, 0.84% active | AID 720700; in the data active = inhibition above about 9.5%
# DDE Tn6 FP inh: disrupts Tn6 cyclic peptide binding to fibrin D-Dimer-E complex | Fibrin DD(E) TRITC-Tn6 fluorescence polarization displacement | inhibition, % at 8.3 µM | 370,000 tested, 0.21% active;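 active = inhibition above a per-campaign cutoff: mean of compounds within control limits plus 3 SD, cut at about 15% in these data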;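 note: 0% = median of all compound wells on the plate and 100% = blocking peptide control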
# ASAP1 GAP inh: ASAP1 ArfGAP inhibition. Q9ULH1. ASAP1-stimulated ARF1 GTP hydrolysis, GDP FP detection. inhibition, % at 16.5 µM. 360,000 tested, 0.19% active. AID 624377; in the data active = inhibition above about 25%;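 note: 0% = vehicle with enzyme and substrate and 100% = no enzyme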
# Target sequence (Q9ULH1 325-724 limits assumed): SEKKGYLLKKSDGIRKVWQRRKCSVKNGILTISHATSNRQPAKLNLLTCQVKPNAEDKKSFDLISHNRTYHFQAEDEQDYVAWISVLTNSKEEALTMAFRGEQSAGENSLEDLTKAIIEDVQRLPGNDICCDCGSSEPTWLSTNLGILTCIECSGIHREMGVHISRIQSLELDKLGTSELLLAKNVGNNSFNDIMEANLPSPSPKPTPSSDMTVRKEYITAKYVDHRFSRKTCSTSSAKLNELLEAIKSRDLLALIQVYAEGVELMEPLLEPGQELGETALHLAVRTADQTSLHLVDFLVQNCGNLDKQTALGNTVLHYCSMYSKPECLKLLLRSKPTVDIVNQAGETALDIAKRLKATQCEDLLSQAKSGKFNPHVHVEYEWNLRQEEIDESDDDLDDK
# proKLK7 act: activates the human kallikrein-7 zymogen; purified proKLK7, EDANS-DABCYL substrate fluorescence; 100% is mature enzyme control, 0% vehicle; 370,000 tested, 0.9% active; P49862; activation, % at 7 µM; AID 652039;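 active = activation above the mean of all tested compounds plus 3 SD, computed per campaign excluding outliers beyond control limits, cut at about 13% in these data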
# Numbers without * were called inactive; i = inactive; x = no result given. Rows were taken by chance (roughly 4.5% active in at least one column).
SMILES,ARFGAP1 inh,Tn7 DDE FP,Rev-erbA mod,UHRF1 MBD2 ctr,HGIII-sPLA2 inh,PLC-beta3 inh,PLC-gamma1 inh,DDE Tn6 FP inh,ASAP1 GAP inh,proKLK7 act
C=CCn1c(SCC(=O)Nc2cc(C)on2)nc2ccccc21,10,3,2,1,4,2,1,2,11,0.8
O=C(Nc1ccnn1C1CCN(Cc2cc(Cl)ccc2O)CC1)c1cccnc1,8,9,-3,19,3,-5,1,2,-19,-0.5
CCOC(=O)C(Cc1ccccc1)NC(=O)CCc1nnc2ccc(N3CCCC3)nn12 (stereo unspecified),2,-9,2,1,1,-6,-3,-2,12,0.6
O=C(C[C@@H]1C/C=C\C[C@H](NC(=O)OCC2c3ccccc3-c3ccccc32)C(=O)O[C@H](c2ccccc2)CNC1=O)NCCO,7,-4,3,5,-20,-6,-3,-1,2,0.1
O=C(CC1S/C(=N/N=C/c2cccs2)NC1=O)Nc1ccc(Cl)c(Cl)c1 (stereo unspecified),4,5,-1,2,-3,4,0,1,15,-0.1
Cn1c(=O)n(CCc2ccccc2)c(=O)c2c1nc1n2CCCN1c1ccccc1,1,-10,8,-1,1,2,7,0,-6,-0.4
O=C(COc1ccc(Cl)cc1Cl)NN1C(=O)/C(=C\c2ccc(Cl)cc2)SC1=S,-3,-11,-5,3,4,1,6,4,2,-0.2
CCOC(=O)c1c(C)c(C(=O)Nc2ccc3c(c2)OCCO3)c(C)n1CC,-2,-6,8,11,6,-2,0,-13,4,0.1
COc1ccccc1-n1c(SCC(=O)Nc2cccc(C)c2)nc2c(c1=O)SCC2,-1,-3,-8,-1,1,2,1,-14,4,-0.9
COc1ccc(Cc2c(O)nc[nH]c2=O)cc1,-12,-3,-3,-1,-6,1,-1,-4,-15,-0.1
CCOc1ccc(S(=O)(=O)N2CCCC(C(=O)NC3CCCC3)C2)cc1 (stereo unspecified),-4,2,-4,3,10,-5,2,-10,1,-0.4
Cc1cc(Cl)ccc1OCCCC(=O)NNC(=O)c1ccncc1,-11,0,7,-2,0,-4,0,-4,-13,0.2
COc1ccc(/C=N/N(C)C2=NS(=O)(=O)c3ccccc32)cc1,6,-1,0,1,6,-7,0,-1,2,0.5
c1n[nH]c(NCc2ccc3c(c2)OCO3)n1,9,1,2,1,1,1,2,1,-5,-0.6
O=C(Nc1nc(OCCN2CCCC2=O)cnc1/C=C\c1ccccc1)c1cc2ccccc2s1,8,-9,1,-1,-32,-158,-87,-2,10,-8.9
CC1(C(=O)Nc2cccc3cccnc23)CCN1C(=O)Cc1ccc(Cl)cc1Cl (stereo unspecified),5,-1,-6,-4,-18,2,0,5,-7,0.1
COc1cc(/C=N/N(C)C2=NS(=O)(=O)c3ccccc32)cc(OC)c1OC,-6,-9,16,0,4,-23,-17,9,2,-3.8
Cc1cccc(NC(=O)c2cc([N+](=O)[O-])ccc2N2CCN(C)CC2)c1,0,-3,-1,0,0,3,1,-9,9,1.1
O=C(CSc1nc(O)cc(=O)[nH]1)N1CCOCC1,3,3,-4,-1,2,-1,0,-1,-1,-0.1
Cn1cnc2nc[nH]c2c1=O,2,-2,10,-1,-5,5,3,-4,5,0.2
CCN(C(=O)CSc1nc(C)c(C)c(C)n1)C1CCS(=O)(=O)C1 (stereo unspecified),10,-3,7,0,12,-2,-1,6,-2,1.8
COc1ccc(N2C(=O)CCC2(C#N)c2ccc(OC)cc2)cc1 (stereo unspecified),2,9,2,0,-1,-2,-4,3,0,-0.2
Cc1nnc2ccc(N3CCC4(CC3)OCCO4)nn12,2,2,-3,14,5,-4,2,-2,7,0.2
CCCCn1c(=NC(=O)c2cccnc2)c(C(=O)OCC)cc2c(=O)n3ccccc3nc21,2,-2,3,-1,3,-207,-166,4,-1,4.4
CC(O)(CS(=O)(=O)Cc1ccccc1)C(=O)Nc1ccc(C(F)(F)F)cc1 (stereo unspecified),1,1,-3,2,-14,2,0,-4,14,0.1
N#Cc1ccc(OCC(=O)N/N=C2\CCc3ccccc32)cc1,-13,0,7,0,2,2,5,-6,4,0.0
CCNC(=S)N1CCN(CC)CC1,-10,1,4,0,-3,-4,-1,1,-4,0.1
CC(=O)Nc1c2c(nn1-c1ccc(F)cc1)CSC2,5,5,-2,0,6,-4,0,9,-2,-0.4
COc1ccc(/C(=N/Nc2ncnc3ccccc23)C(=O)O)cc1,-3,3,5,-2,-7,-141,-104,2,11,2.2
NNC(=O)c1ccc(CN2C(=O)c3cccc4cccc2c34)cc1,6,-1,-1,-1,-2,i,-395,-2,-2,-18
COc1cc(/C=C2\C(=O)N(CCC#N)N=C2C)c(Br)cc1OC(C)C,-2,8,2,-6,4,2,3,4,-1,-0.1
CCOc1ccc(-c2ccc(SCC(=O)Nc3nnc(C)s3)nn2)cc1,-1,6,-4,0,2,-6,-3,1,-2,-0.2
Cc1ccc2c(c1)CO[C@]21O[C@H](CCO)C[C@H](O)[C@H]1O,-7,-1,5,3,13,-1,3,6,-3,-0.7
COc1ccc(/C(C)=N/NC(=O)CNC(=O)c2cccnc2)cc1,-2,-2,0,1,0,-1,1,0,6,-0.7
COc1ccc(C(C)C)cc1S(=O)(=O)Nc1ccc(Cl)cn1,0,-1,0,-1,-6,-13,-1,11,15,0.1
COC(=O)c1ccc(C2/C(=C(/O)c3ccc(OC)cc3)C(=O)C(=O)N2Cc2ccco2)cc1 (stereo unspecified),-9,-10,-1,-4,0,-3,-2,8,3,-0.2
Cc1cccc(NS(=O)(=O)c2ccc3nc(-c4ccccc4)[nH]c3c2)c1C,-1,3,1,0,-16,7,-6,1,-5,-2.2
COc1ccc2sc(-c3ccc(S(C)(=O)=O)cc3)c(-c3ccc4c(c3)OCCO4)c2c1,7,0,13,-2,-4,i,-378,-6,-5,-66
CCOc1ccc(-n2nc3cc(C)c(N)cc3n2)cc1,8,-5,-5,1,-11,i,i,1,11,-44
O=C(Cn1c(=O)n(CCC(=O)N2CCc3ccccc3C2)c(=O)c2ccccc21)NCC1CCCO1 (stereo unspecified),2,5,-2,-2,-4,5,2,-8,-3,-0.5
COCCOC(=O)C1=C(N)Oc2c(oc(CO)cc2=O)C1c1ccccc1F (stereo unspecified),-6,7,6,1,-2,0,1,-3,2,0.6
C#CCOCCOCCOCCNc1nc(N2CCN(C(=O)[C@H]([C@@H](C)CC)n3cc(CCC(=O)O)nn3)CC2)nc(N2CCN(C(=O)[C@H](C)n3cc(CCCN=C(N)N)nn3)CC2)n1,5,7,1,1,8,2,0,-3,5,0.0
COC(=O)c1c(C)oc2ccc(OC(=O)c3cccs3)cc12,5,3,-1,-2,-7,-1,1,8,2,0.1
O=C(NCc1ccc(C(F)(F)F)cc1)c1ccc2c(c1)S(=O)(=O)c1ccccc1C2=O,-3,0,-2,0,-2,0,0,1,-8,0.3
CCN1C(=O)c2ccccc2S(=O)c2ccc(C(=O)NCc3ccc(OC)cc3)cc21 (stereo unspecified),7,2,1,1,-9,-1,9,-3,14,-0.3
C=CCNc1ccc(C(=O)O)cc1,16,1,-2,2,3,3,3,0,-4,0.4
Cc1ccccc1CS(=O)(=O)Cc1ccc(C(=O)Nc2ccc(Cl)cc2)o1,x,0,-2,0,-5,-3,-3,-4,x,3.6
O=C1CN(C(=O)c2cc([N+](=O)[O-])ccc2Cl)C(c2ccc(F)cc2)c2cc(F)ccc2N1 (stereo unspecified),8,0,-2,3,0,2,0,6,-4,-0.2
CC(Oc1ccccc1)C(=O)OCC(=O)NC(=O)NC1CCCCC1 (stereo unspecified),15,2,2,-2,-1,-4,3,-2,-6,0.0
O=C1CCC(c2ccccc2)=NN1,9,-1,1,0,1,-1,5,4,6,-0.2
CCC(=O)N(Cc1ccco1)c1nc(-c2cc(OC)ccc2OC)cs1,7,11,2,-1,-2,-1,-1,-7,8,0.1
Cc1ccccc1NS(=O)(=O)c1cc2c3c(c1)CC(=O)N3CCC2,18,1,-7,6,-47,-10,4,-10,-1,-0.6
Cc1nn(C)c(C)c1NC(=O)c1ccc(S(=O)(=O)N(C)C)cc1,7,3,4,5,12,-24,-9,-1,3,0.0
CCNS(=O)(=O)c1ccc(NC(=O)Cc2ccc(F)cc2)cc1,-4,6,2,2,1,-1,2,-3,1,0.8
C[C@H](NC(=O)c1[nH]cnc1C(=O)Nc1ccc(CNC(=O)OC(C)(C)C)cc1)C(=O)OCc1ccccc1,4,-7,-5,1,-3,0,-1,5,3,-0.6
O=C1N[C@@H](Cc2cn(S(=O)(=O)c3ccccc3)c3ccccc23)C(=O)N[C@H]1Cc1ccccc1,-3,0,-4,0,-3,8,3,-2,-2,0.2
Cc1n[nH]c(=O)c2c1nnn2Cc1ccc(F)cc1,1,2,3,-1,-2,-9,-2,-1,-2,-0.9
Cc1nn(-c2ccccc2)c(C)c1C(=O)OCC(N)=O,5,-2,0,-1,-3,-4,0,3,4,0.3
Cc1noc(C)c1S(=O)(=O)N1CCC(C(=O)NCCC2=CCCCC2)CC1,-5,9,0,0,2,2,-1,-1,5,-0.9
O=C(O)c1ccc(N(c2ccccc2)c2ccccc2)cc1,-7,7,-3,4,-2,i,i,4,8,-5.3

# Fetched by compound from above, three records:
SMILES,ARFGAP1 inh,Tn7 DDE FP,Rev-erbA mod,UHRF1 MBD2 ctr,HGIII-sPLA2 inh,PLC-beta3 inh,PLC-gamma1 inh,DDE Tn6 FP inh,ASAP1 GAP inh,proKLK7 act
CCN1C(=O)c2ccccc2S(=O)c2ccc(C(=O)NCc3ccc(OC)cc3)cc21 (stereo unspecified),7,2,1,1,-9,-1,9,-3,14,-0.3
Cc1n[nH]c(=O)c2c1nnn2Cc1ccc(F)cc1,1,2,3,-1,-2,-9,-2,-1,-2,-0.9
Cc1nn(C)c(C)c1NC(=O)c1ccc(S(=O)(=O)N(C)C)cc1,7,3,4,5,12,-24,-9,-1,3,0.0

# Next section
SMILES,ARFGAP1 inh,Tn7 DDE FP,Rev-erbA mod,UHRF1 MBD2 ctr,HGIII-sPLA2 inh,PLC-beta3 inh,PLC-gamma1 inh,DDE Tn6 FP inh,ASAP1 GAP inh,proKLK7 act
CC(C)(C)C(=O)Nc1cc(NC(=O)C(C)(C)C)cc(C(=O)Nc2cc(C(=O)O)cc(C(=O)O)c2)c1,-10,3,7,-2,1,0,3,1,2,0.0
Nc1[nH]c2ccccc2c1C(=O)NC1CC1,x,-4,-9,-2,6,-6,-9,6,x,0.0
COc1cc2c(cc1OC)C1=C(C#N)CC/C(=N\S(=O)(=O)c3ccccc3)N1CC2,-8,1,-8,1,-9,-32,-25,-1,0,-0.4
Cc1nn(-c2ccccc2)c(NC(=O)c2cccs2)c(-c2ccccc2Cl)c1=O,2,2,-8,-2,-5,-5,-1,2,-1,0.2
CCOC(=O)[C@@H]1[C@H]2COc3cc(OC)ccc3[C@H]2N2C(=O)N(c3cccc(F)c3)C(=O)[C@@]12C,1,10,-2,0,6,-1,-1,-5,-4,0.3
